Fam108B counter: blocks mouse Fam108B hydrolase in RBBP9 counter-screen; recombinant Fam108B, FP-Rh probe fluorescence polarization; inhibition, % at 9.51 µM; 300,000 tested, 0.33% active; AID 1947;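 active means inhibition above the screen mean inhibition plus 3 SD, computed separately per campaign, cut at about 18% in these data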;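 further: inhibitors lower polarization as less probe binds the enzyme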
Bcl-xL primary: inhibitors of human Bcl-xL; GST-Bcl-xL / FITC-Bim BH3 peptide fluorescence polarization; inhibition, % at 10.9 µM; 320,000 tested, 0.7% active; Q07817;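 active means inhibition above the mean of all tested compounds plus 3 SD, cutoff set per campaign, cut at about 30% in these data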;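 further: 0% = DMSO wells and 100% = unlabeled Bim-BH3 peptide competitor; inhibitors lower millipolarization by displacing the labeled peptide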
Target sequence (Q07817 whole entry, looked up): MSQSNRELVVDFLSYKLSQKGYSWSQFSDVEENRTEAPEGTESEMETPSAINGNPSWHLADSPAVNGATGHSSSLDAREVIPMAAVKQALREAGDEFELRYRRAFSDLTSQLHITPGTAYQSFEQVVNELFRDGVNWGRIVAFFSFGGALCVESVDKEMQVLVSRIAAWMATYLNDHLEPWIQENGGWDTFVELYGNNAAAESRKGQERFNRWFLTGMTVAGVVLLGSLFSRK
MEX-5 binding: C. elegans MEX-5 TCR-2 RNA binding activity. 300,000 tested, 0.38% active. Q9XUB2. AID 1832. activity score (negative = inhibition of binding), % at 10 µM. MEX-5/FITC-TCR2 RNA binding, fluorescence polarization; hits give low values;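 active means inhibition past about -25% in most replicates, and total fluorescence under double the plate's negative control median, limit read from the data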;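 further: 0% = DMSO and -100% = 5 µM competing unlabeled TCR2 RNA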
PAFAH1B2 FP inh: blocks human PAF acetylhydrolase 1b catalytic subunit 2; recombinant PAFAH1B2, FP-rhodamine activity probe, fluorescence polarization; AID 492953; P68402; inhibition, % at 3.39 µM; 340,000 tested, 1.2% active;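 active means inhibition above the mean of all tested compounds plus 3 SD, cut at about 24% in these data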;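 further: 0% = enzyme with DMSO and 100% = wells lacking PAFAH1B2; many of its hits are not listed in these tables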
pPAFAH inh: inhibitors of human plasma PAF acetylhydrolase (pPAFAH); 330,000 tested, 1.5% active; inhibition, % at 3.39 µM; AID 463082; Q13093; recombinant pPAFAH, FP-rhodamine probe fluorescence polarization;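 active means inhibition above the mean inhibition across the screen plus 3 SD, cut at about 25% in these data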;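 further: inhibitors block binding of the rhodamine activity-based probe so polarization drops; 0% = enzyme with DMSO and 100% = wells lacking pPAFAH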
GLD-1 TGE inh: GLD-1-TGE RNA interaction inhibition (C. elegans). inhibition, % at 5.96 µM. AID 2280. purified GLD-1 + fluorescein TGE RNA, fluorescence polarization. 320,000 tested, 0.44% active. Q17339;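 active means percent inhibition above a per-plate cutoff, the plate mean of test compounds plus 3 SD, cut at about 30% in these data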;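 further: 0% = DMSO wells with GLD-1 and probe and 100% = wells lacking GLD-1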
Target sequence (Q17339 whole entry, looked up): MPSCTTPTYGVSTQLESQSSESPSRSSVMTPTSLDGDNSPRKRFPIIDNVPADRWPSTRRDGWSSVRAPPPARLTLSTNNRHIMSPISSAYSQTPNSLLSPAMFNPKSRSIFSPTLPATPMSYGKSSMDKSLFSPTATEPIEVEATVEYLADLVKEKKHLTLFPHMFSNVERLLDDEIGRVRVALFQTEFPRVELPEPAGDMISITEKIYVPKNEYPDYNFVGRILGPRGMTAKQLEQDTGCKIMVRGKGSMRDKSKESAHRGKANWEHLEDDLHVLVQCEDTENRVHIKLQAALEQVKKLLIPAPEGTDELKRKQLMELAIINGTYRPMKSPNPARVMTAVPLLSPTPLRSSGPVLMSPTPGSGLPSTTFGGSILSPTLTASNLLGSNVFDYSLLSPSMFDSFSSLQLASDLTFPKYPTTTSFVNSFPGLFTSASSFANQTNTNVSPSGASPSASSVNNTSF
MCL1 BIM primary: inhibitors of human MCL1 binding to BIM-BH3 peptide; inhibition, % at 10.9 µM; AID 2057; Q07820; 320,000 tested, 0.68% active; GST-MCL1 / FITC-Bim-BH3 fluorescence polarization;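 active means inhibition above the mean inhibition of all tested compounds plus 3 SD, set per campaign, cut at about 40% in these data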;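 further: 0% = DMSO wells and 100% = unlabeled Bim-BH3 peptide control; higher means more loss of mP so more displacement of Bim peptide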
Target sequence (Q07820 whole entry, looked up): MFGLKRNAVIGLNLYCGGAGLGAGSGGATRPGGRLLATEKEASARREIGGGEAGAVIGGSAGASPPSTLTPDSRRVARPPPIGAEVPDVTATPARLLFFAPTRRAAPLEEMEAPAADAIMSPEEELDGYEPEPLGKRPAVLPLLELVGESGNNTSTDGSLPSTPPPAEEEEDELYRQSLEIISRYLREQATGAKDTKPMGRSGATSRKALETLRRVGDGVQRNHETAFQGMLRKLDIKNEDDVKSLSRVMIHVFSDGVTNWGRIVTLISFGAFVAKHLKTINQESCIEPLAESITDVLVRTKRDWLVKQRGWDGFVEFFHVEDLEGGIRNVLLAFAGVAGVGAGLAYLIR
AHR activator: human AHR activation. 320,000 tested, 2.5% active. activation, % at 5 µM. P35869. AHR-responsive luciferase reporter cells, luminescence; in the data active means activation above about 47%;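 further: 0% = vehicle wells and 100% = reference agonist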
PME-1 primary: blocks human protein phosphatase methylesterase 1. recombinant PME-1, FP-Rh probe fluorescence polarization. inhibition, % at 5.9 µM. 320,000 tested, 0.53% active;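 active means inhibition above the campaign mean of all compounds plus 3 SD, cut at about 26% in these data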;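 further: competitive labeling of PME-1 active site by serine hydrolase directed probe; 0% = PME-1 with DMSO and 100% = wells lacking PME-1 enzyme; inhibitors block probe labeling so polarization falls and inhibition rises; many of its hits are not listed in these tables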
Active calls of the source: *; . = not tested or not shown.

SMILES	Fam108B counter	Bcl-xL primary	MEX-5 binding	PAFAH1B2 FP inh	pPAFAH inh	GLD-1 TGE inh	MCL1 BIM primary	AHR activator	PME-1 primary
CN(CC(=O)Nc1ccc(F)c(F)c1F)C(=O)/C=C/c1ccco1	.	.	.	6	4	5	.	2	.
Cc1nc2ccc(NC(=O)c3cc(Cl)ccn3)cc2s1	4	-5	0.4	6	2	-4	-7	19	-5
CCCN1CCN(CCCNC(=O)c2ccc3nc(N4CCCCC4)sc3c2)CC1	1	4	0.7	6	1	3	0	13	2
CCOC(=O)C1=NNC(C(=O)c2ccc(OC)cc2)C1c1ccccc1 (configuration not stated)	-1	0	1.3	0	0	-5	-4	-2	-1
C[C@H](CO)N1C[C@H](C)[C@@H](CN(C)S(=O)(=O)c2ccccc2)Oc2c(NS(=O)(=O)c3cccs3)cccc2C1=O	.	.	.	14	3	7	.	-2	.
N/C(=N\OC(=O)/C=C/c1ccccc1Cl)c1ccncc1	-1	4	-0.1	7	1	8	6	5	4
Cc1noc(NS(=O)(=O)c2ccc(N/C=C/C(=O)c3ccc4c(c3)OCO4)cc2)c1C	0	15	0.7	9	2	0	3	7	-6
COc1ccccc1NC(=O)Cc1cccs1	-1	-1	2.5	-1	4	-2	5	5	-1
O=C1CN(C(=O)COC(=O)COc2ccccc2)c2ccccc2N1	.	.	.	4	5	4	.	12	.
CC(C)Oc1ccc(S(=O)(=O)N2CCOCC2)cc1NC(=O)CC1OC(=O)c2ccccc21 (configuration not stated)	3	-17	1.9	2	-2	2	-20	-3	-1
O=C(NC(Cc1ccccc1)C(=O)O)/C(=C/c1ccccc1)NC(=O)c1ccccc1 (configuration not stated)	3	4	0.0	-1	-6	-8	4	6	2
Oc1ccccc1Nc1nc(NCc2ccccc2)c2ccccc2n1	7	1	-4.4	5	6	7	9	-2	11
CN(C)S(=O)(=O)c1ccc(Cl)c(NC(=O)CN2C(=O)NC3(CCc4ccccc43)C2=O)c1 (configuration not stated)	.	-4	.	-2	6	-1	-3	1	5
COc1ccc(C(=O)NC(C(=O)NCC(=O)Nc2c(C)cccc2C)C(C)C)cc1 (configuration not stated)	-4	2	0.3	-1	1	4	6	3	1
O=c1cc(-c2ccc(O)cc2)oc2ccc(O)cc12	5	6	2.3	3	3	-6	-4	1	-3
CCOC(=O)/N=C(/NC(=O)Nc1ccc(C(=O)OCC)cc1)OC	-2	5	1.3	1	3	4	5	2	-12
COc1ccc2c(c1)c1ncn(CCN3CCCCC3)c(=O)c1n2C	0	3	2.5	4	0	3	6	9	3
CC(=O)c1cccc(NC(=O)c2cccc3ccccc23)c1	1	-5	1.1	0	3	0	-3	13	-4
O=C(COC(=O)c1cc([N+](=O)[O-])ccc1N1CCOCC1)NCc1ccc(F)cc1	-7	0	-2.2	-3	-1	8	-10	-1	0
CC(C)n1cc(/C(N)=N/O)c(=O)n(Cc2ccccc2)c1=O	-1	4	-2.9	.	-1	2	5	1	1
COc1ccc(NC(=O)CSc2nccn2Cc2ccco2)c(OC)c1	-1	4	-0.6	1	0	1	7	-5	-2
Cc1ccc(S(=O)(=O)NC(C)C(c2cccs2)N2CCOCC2)cc1 (configuration not stated)	2	1	-3.4	6	2	2	5	-2	0
COc1ccc(C(=O)NNC(=O)c2cc3cc(OC)ccc3oc2=O)cc1	0	1	0.1	4	-1	8	-3	-1	2
CC1CCCC(NC(=O)CSc2nncs2)C1C (configuration not stated)	.	0	.	4	0	-6	2	-1	0
Cc1onc(-c2ccccc2Cl)c1C(=O)N1CCCCC1	-3	1	0.2	2	-1	1	-3	0	-5
Cc1cccc(-c2noc(C(C)NC(=O)c3ccco3)n2)c1 (configuration not stated)	1	-1	-2.2	-1	-1	-2	-7	10	-2
Cc1ccccc1CC1(CO)CCCN(C(=O)c2cc(Cl)ccc2F)C1 (configuration not stated)	1	-3	0.3	6	2	-2	-4	-1	11
CN(C)C(CNC(=O)CCNC(=O)c1ccc(Cl)cc1)c1ccco1 (configuration not stated)	0	8	0.6	7	-3	3	11	0	1
CNC(=S)NNC(=O)COc1cccc(C)c1C	1	-17	1.2	-1	4	7	-13	-2	-2
CSCCNC(=O)c1ccc(C(C)(C)C)cc1	-2	9	1.8	5	4	1	7	3	-3
CC(C)Cc1nnc(NC(=O)CN2C(=O)C3CCCCC3C2=O)s1 (configuration not stated)	2	2	0.2	2	4	-2	3	0	5
O=[N+]([O-])c1ccccc1/C=C/C=N/N1CCCCC1	-1	0	0.3	2	10	-4	-7	21	-1
O=C(O)CCC(=O)Nc1ccccc1C(=O)NC1CCCCC1	1	-1	-0.8	4	4	4	8	5	-7
CCn1c(SCC(=O)NCCc2ccccc2)nc2c(c1=O)SC(C)C2 (configuration not stated)	-8	0	-1.0	3	-3	-1	5	2	-2
O=C(c1ccccc1)n1ccc(-c2cnc(-c3ccccc3)s2)n1	-2	4	-0.4	0	-5	-3	-9	-2	-7
COc1ccc(C2=NOC(C(=O)NCc3cccs3)C2)cc1OC (configuration not stated)	2	4	-0.5	.	0	-5	9	6	-4
COc1cc(S(=O)(=O)N(C)C)ccc1F	0	2	1.5	2	2	2	6	-2	-1
CCOc1ccc(NC(=S)Nc2cc(-c3ccccc3)[nH]n2)cc1	-3	-12	-2.1	-2	-4	5	-4	78*	-17
CC(=O)c1ccc(N2CCN(C(=O)c3ccc(OCc4c(C)noc4C)cc3)CC2)cc1	-5	7	-1.0	4	-5	-4	6	1	-7
CCOC(Cn1cc(C)c(=O)[nH]c1=O)OCC	1	3	-2.5	-2	4	-17	4	-1	1

Records listed above that bear a hit mark in AHR activator:
Compound | Bcl-xL primary | MEX-5 binding | PAFAH1B2 FP inh | pPAFAH inh | GLD-1 TGE inh | MCL1 BIM primary | AHR activator | PME-1 primary
CCOc1ccc(NC(=S)Nc2cc(-c3ccccc3)[nH]n2)cc1 | -12 | -2.1 | -2 | -4 | 5 | -4 | 78* | -17

Going on with the list:
SMILES	Fam108B counter	Bcl-xL primary	MEX-5 binding	PAFAH1B2 FP inh	pPAFAH inh	GLD-1 TGE inh	MCL1 BIM primary	AHR activator	PME-1 primary
CCCC(OC(=O)CN1C(=O)COc2ccccc21)C(=O)NC1CCCC1 (configuration not stated)	3	8	-0.9	3	-3	1	10	-2	4
O=C(CS(=O)(=O)Cc1ccccc1)Nc1ncccn1	1	-1	-0.9	2	4	-1	4	1	0
CCc1c(O)nc(SC2CC(=O)N(c3ccccc3)C2=O)[nH]c1=O (configuration not stated)	1	6	-1.6	0	2	1	8	-2	8
Cc1ccc(F)cc1NC(=O)CCc1c(C)[nH]c(=O)c(C#N)c1C	3	-5	-2.9	-1	-1	2	-8	1	-3
O=C(Nc1cc(S(=O)(=O)Nc2ccc(Cl)cc2)ccc1O)c1ccc(S(=O)(=O)N2CCCCCC2)cc1	-8	5	0.8	-6	30*	-6	1	-1	-13
CCOC(=O)c1sc(N/N=C/c2ccccc2)nc1C	1	8	-3.4	2	8	3	18	61*	11
COCCN(C(=O)c1ccco1)c1nnc(-c2ccc(OC)c(OC)c2)s1	3	-1	-0.2	0	3	6	-3	2	-1
CC1CCN(C(=O)CSc2nnc(CNC(=O)c3ccco3)o2)CC1	2	0	2.1	2	4	9	-2	0	0
Cc1cccc(NC(=O)C(=O)NCc2ccccn2)c1	-3	-2	-1.5	-1	-2	4	1	3	2
Cc1c(C=O)cnn1CCC(=O)O	0	2	-0.1	-5	5	4	-6	-1	-8
CCOc1ccc(CN2C(=O)c3ccccc3C2=O)cc1C(=O)Nc1nnc(SCC)s1	-3	-3	-0.6	0	12	4	-9	-3	6
CC(NCc1ccc(S(N)(=O)=O)cc1)C(=O)NCc1ccccc1 (configuration not stated)	3	-2	0.9	7	1	-6	1	-1	-5
COc1ccc(NC2c3ccccc3C(=O)N2c2ccccn2)cc1Cl (configuration not stated)	1	1	1.5	1	-5	-4	-4	6	-1
CCCc1nc2ccccc2n1Cc1ccccc1OC	1	-2	0.7	1	17	4	7	1	-1
CSc1sc(C(=O)N(C)C)cc1S(=O)(=O)C(C)C	5	7	1.3	.	-1	3	0	-1	-2
COc1ccc(/C=N/NC(=O)CNC(=O)C2COc3ccccc3O2)cc1OC (configuration not stated)	-2	-1	0.8	3	-6	1	4	5	-3
O=c1cc(-c2ccccc2)nc2cc(-c3ccc(F)cc3)[nH]n12	1	5	-1.9	20	8	6	-1	52*	-4
Cc1cc(Cl)ccc1OCC(=O)NCCCn1ccnc1	0	1	-2.1	8	8	5	13	20	-1
Cc1ccc2nc(NC(=O)CSc3nc4ccccc4o3)sc2c1	-8	-12	-0.1	-1	2	-6	-16	10	4
CCN1CCCC1CNC(=O)Cn1nc(C)n2nc(-c3ccccc3)cc2c1=O (configuration not stated)	-1	1	-0.8	2	3	3	-3	2	2
CC(C)(C)c1ccc(C(=O)Nc2ccc(F)cc2)s1	-6	-2	-1.8	3	5	2	5	1	-1
CC1CCCC(NC(=O)COC(=O)Cc2ccc(Br)cc2)C1C (configuration not stated)	1	3	-9.7	.	25*	-6	1	1	-2
Cc1ccc(S(=O)(=O)N/N=C/c2cccc3nccnc23)cc1	-6	9	-1.0	4	5	2	5	0	0
CC(C)C(=O)N1CCN(c2ccccc2NC(=O)c2ccc(C#N)cc2F)CC1	0	0	-0.4	3	6	7	1	32	3
CCOC(=O)C1=C(Nc2ccc(Cl)cc2)OCC1=O	-2	6	-3.5	0	4	4	-2	-3	5
COc1ccccc1NS(=O)(=O)c1ccc(C(=O)NCC2(N(C)C)CCCCC2)cc1	-4	3	0.3	7	3	7	0	-2	6
Cc1nn(Cc2ccccc2Cl)c(C)c1C(=O)NCCN1C(=O)S/C(=C\c2ccccc2)C1=O	2	-4	1.9	0	0	2	-21	-2	4
COCCNC(=O)c1cc(-c2ccccc2)nn1CC1CC(c2cccnc2)=NO1 (configuration not stated)	1	5	2.7	4	2	-2	5	3	2
CCc1ccccc1NC(=O)CCC(=O)Nc1nnc(C(C)C)s1	1	1	2.2	2	-1	2	-4	7	17
CCOc1ccc2nc(N/C(N)=N/S(C)(=O)=O)nc(C)c2c1	7	6	3.5	0	3	10	10	6	3
CCc1ccc(N2CC(C(=O)NCc3ccco3)CC2=O)cc1 (configuration not stated)	-4	0	0.6	-1	4	-1	-5	1	-1
Cc1ccc(C)c(N(CC(=O)NC2CCCCC2)C(=O)CNC(=O)c2ccco2)c1	1	1	1.4	4	6	5	8	0	2
Cn1c(=O)[nH]c(=O)c2c1nc(N1CCOCC1)n2CC(=O)c1ccccc1	3	0	-0.3	4	3	-4	6	0	-2
COc1ccc(CC(=O)Nc2c(C(=O)N3CCN(c4ccccc4OC)CC3)oc3ccccc23)cc1OC	1	6	.	-2	1	3	5	8	4
CCOc1cc(/C=C/c2nc3ccccc3c(=O)[nH]2)cc(Br)c1OC	-4	-1	3.3	.	-1	-7	-8	8	3
CCOC(=O)c1cc(CC)sc1/N=C/C1C(=O)CCCC1=O	-3	4	0.0	2	1	-3	7	0	7
CN(C)c1nccc(NCc2ccccc2)c1C#N	-3	4	1.3	6	6	4	3	2	-5
O=C(NCCCN1CCOCC1)/C(=C/c1ccc(F)cc1)NC(=O)c1ccccc1	-2	10	0.6	-1	0	2	2	5	2
CCOC(=O)C1=C(C)C(c2cccc(Oc3ccccc3)c2)NC(=S)N1 (configuration not stated)	0	-2	-0.7	3	6	6	-5	0	-4
CCOC(=O)C1CCCN(C(=O)c2ccc(NC(=O)CC3SC(N4CCCC4)=NC3=O)cc2)C1 (configuration not stated)	1	-2	-0.7	0	3	-2	-7	11	-3

Assay outcomes: PubChem, several laboratories

A portion of the library. The share of hits here may be higher or lower than overall.
